Source: PubChem
E coli Lon inh: inhibitors of E. coli Lon protease. purified E. coli Lon protease, fluorescence polarization. inhibition, % at 7.94 µM. 360,000 compounds, 0.42% hits. AID 602123; in the data active means inhibition above about 13%, passing the limit was not always enough;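 further: 0% = enzyme with probe and DMSO and 100% = no enzyme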
FAS TE block: blocks the thioesterase domain of human fatty acid synthase; P49327; recombinant FAS-TE, OMFH fluorogenic substrate, fluorescence endpoint; inhibition, % at 15 µM; 360,000 compounds, 0.67% hits;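 active means compounds whose normalised, plate-corrected inhibition of enzyme fluorescence in the single-dose primary screen is 50% or more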;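 further: 0% = DMSO with enzyme and 100% = substrate without enzyme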
Rin1 Abl inh: blocks binding of human Rin1 to Abl. AID 588664. inhibition, % at 7.35 µM. 360,000 compounds, 0.4% hits. TR-FRET Rin1/Abl binding, biochemical. P00519+Q13671; in the data active means inhibition above about 5%, passing the limit was not always enough
Tb MetRS inh: Trypanosoma brucei MetRS inhibition; purified T. brucei MetRS, ATP depletion, Kinase-Glo luminescence; inhibition, % at 11.9 µM; 360,000 compounds, 0.4% hits;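 active means inhibition above a per-plate cutoff of the control wells' mean inhibition plus 3 SD, cut at about 5.5% in these data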;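 further: 0% = DMSO wells median and 100% = median of wells with control inhibitor compound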
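Dosing: 11.9 µM compound single dose, 0.9% DMSO; Assay system: purified T. brucei MetRS enzyme; Measured by: Kinase-Glo luciferase luminescence reporting remaining unconsumed ATP; Schedule: 15 min plus 2 h at 25 °C.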
MsrA inhibitor: bovine MsrA inhibition. inhibition, % at 15.5 µM. 360,000 compounds, 0.75% hits. purified bovine MsrA, absorbance read-out; in the data active means inhibition above about 4.5%;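 further: 0% = vehicle wells with enzyme and 100% = reference inhibitor wells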
Neddyl block: blocks human cullin neddylation. 360,000 compounds, 0.58% hits. calls only at 25 µM. P61081+Q13564. AID 651699. TR-FRET cullin neddylation, biochemical; in the data active means inhibition above about 36%
Target sequence (P61081 whole entry, looked up): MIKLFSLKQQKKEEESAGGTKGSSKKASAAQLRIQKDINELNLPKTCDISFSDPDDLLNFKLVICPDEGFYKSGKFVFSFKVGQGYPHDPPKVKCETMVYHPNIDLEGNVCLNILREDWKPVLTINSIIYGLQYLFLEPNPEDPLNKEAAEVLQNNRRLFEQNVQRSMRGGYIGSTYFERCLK
Target sequence (Q13564 whole entry, looked up): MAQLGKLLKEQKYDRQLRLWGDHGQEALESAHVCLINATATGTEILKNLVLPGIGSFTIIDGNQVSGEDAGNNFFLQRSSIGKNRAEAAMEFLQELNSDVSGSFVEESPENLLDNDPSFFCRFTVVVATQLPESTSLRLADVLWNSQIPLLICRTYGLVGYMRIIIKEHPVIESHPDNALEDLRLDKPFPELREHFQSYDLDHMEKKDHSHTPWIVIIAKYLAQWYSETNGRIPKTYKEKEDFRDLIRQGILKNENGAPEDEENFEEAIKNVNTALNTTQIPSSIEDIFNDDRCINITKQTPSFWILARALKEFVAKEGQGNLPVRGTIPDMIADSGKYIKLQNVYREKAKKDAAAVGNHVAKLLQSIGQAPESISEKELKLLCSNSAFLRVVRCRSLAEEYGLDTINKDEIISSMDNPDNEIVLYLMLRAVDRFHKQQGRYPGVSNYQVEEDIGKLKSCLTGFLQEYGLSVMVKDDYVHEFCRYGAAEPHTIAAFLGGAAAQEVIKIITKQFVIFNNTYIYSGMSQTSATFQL
MsrA act: activators of bovine methionine sulfoxide reductase A. purified bovine MsrA, absorbance read-out. activation, % at 10.6 µM. 360,000 compounds, 0.3% hits. AID 602163; in the data active means activation above about 7.5%;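 further: 0% = vehicle and 100% = reference activator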
MLLE-PAM2 inh: inhibitors of microRNA-mediated deadenylation, human PABP1 MLLE binding; P11940; GST-MLLE / FITC-PAM2 fluorescence polarization; inhibition, % at 20 µM; 360,000 compounds, 0.36% hits; AID 588489; in the data active means inhibition above about 35%, passing the limit was not always enough;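 further: plate controls were DMSO wells with GST-MLLE for no effect and wells lacking GST-MLLE protein for full effect; some results filed as inactive read as strong as hits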
CSN inh: CSN deneddylation inhibition; Q92905; Purified CSN, SCF-Nedd8-OG deneddylation, fluorescence polarization; inhibition, % at 12.5 µM; 360,000 compounds, 0.38% hits; AID 651999;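 active means pattern-corrected inhibition above about 35%, with an unprinted fluorescence ratio check between 0.5 and 1.5, limit read from the data, passing the limit was not always enough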;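 further: 0% = enzyme with substrate and 100% = substrate without enzyme; some results filed as inactive read as strong as hits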
Target sequence (Q92905 whole entry, looked up, one chain of several): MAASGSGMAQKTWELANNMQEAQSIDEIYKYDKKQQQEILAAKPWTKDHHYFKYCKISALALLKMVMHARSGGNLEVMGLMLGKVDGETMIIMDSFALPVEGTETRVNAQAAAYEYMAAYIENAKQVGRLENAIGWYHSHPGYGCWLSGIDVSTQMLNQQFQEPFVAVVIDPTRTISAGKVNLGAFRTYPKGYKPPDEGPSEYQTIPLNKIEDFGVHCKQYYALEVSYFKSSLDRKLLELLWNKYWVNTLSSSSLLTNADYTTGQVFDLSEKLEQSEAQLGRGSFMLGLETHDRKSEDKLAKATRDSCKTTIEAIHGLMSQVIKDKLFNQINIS
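Assay system: purified human Csn5 enzyme expressed in HEK293T cells; measure: % inhibition; also added: SCFSkp2-Nedd8OG substrate at 10 nM final; technique: fluorescence polarization; times: reaction 90 min, room temperature; medium: Tris buffer pH 7.5, NaCl, DTT, Tween-20, trehalose, ovalbumin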
Starred values were filed as active, the others as inactive; & = joins results of further samples. This is a random part of the collection; about 4% have a hit in one of these screens.

For COc1ccc(C(CNC(=O)C(=O)NC2CCCCC2)N2CCN(C)CC2)cc1 (configuration not stated) the results were E coli Lon inh -10, FAS TE block -6, Rin1 Abl inh -3, Tb MetRS inh 0.3, MsrA inhibitor 0.6, Neddyl block inactive, MsrA act -2, MLLE-PAM2 inh 5 and CSN inh 0.
`CCc1ccc(NC(=O)CSc2nnnn2C)cc1` gave E coli Lon inh -6, FAS TE block -7, Rin1 Abl inh 1, Tb MetRS inh 0.6, MsrA inhibitor 0.0, Neddyl block inactive, MsrA act -3, MLLE-PAM2 inh 6 and CSN inh 2.
For COc1ccccc1NC(=O)CC(NC1CCCCC1)C(=O)O (configuration not stated) the results were E coli Lon inh -6, FAS TE block -10, Rin1 Abl inh -1, Tb MetRS inh 0.9, MsrA inhibitor -0.8, Neddyl block inactive, MsrA act -5, MLLE-PAM2 inh 5 and CSN inh 3.
For Cc1cc(C)n(-c2ncc3c(n2)N(C)CCOC3=O)n1 the results were E coli Lon inh 7, FAS TE block -4, Rin1 Abl inh 3, Tb MetRS inh 0.1, MsrA inhibitor 1.0, Neddyl block inactive, MsrA act 0, MLLE-PAM2 inh 9 and CSN inh -3.
Screening CCCc1ccc(OCC(O)CN2CCN(c3ccccc3)CC2)cc1 (configuration not stated) returned E coli Lon inh 8&7, FAS TE block 5&4, Rin1 Abl inh 0&-1, Tb MetRS inh -0.3&-0.4, MsrA inhibitor 0.3&-0.3, Neddyl block inactive, MsrA act 1&1, MLLE-PAM2 inh -5&-4 and CSN inh 0&-2.
`Cc1ccc(Cn2ccc(NC(=O)c3cc(-c4ccc(Br)cc4)on3)n2)cc1` gave E coli Lon inh 1, FAS TE block -13, Rin1 Abl inh -2, Tb MetRS inh -1.6, MsrA inhibitor 1.3, Neddyl block inactive, MsrA act -9, MLLE-PAM2 inh 3 and CSN inh -1.
`Cc1c(O)ccc2c3c(c(=O)oc12)CCC(C)C3` (configuration not stated) gave E coli Lon inh 7, FAS TE block 3, Rin1 Abl inh -4, Tb MetRS inh -0.9, MsrA inhibitor 1.3, MsrA act -2, MLLE-PAM2 inh 3 and CSN inh 1.
Screening C=CCc1cccc2cc(C(=O)NCc3ccc(C(=O)OCC)o3)c(=O)oc12 returned E coli Lon inh -5, FAS TE block 12, Rin1 Abl inh 1, Tb MetRS inh -0.6, MsrA inhibitor 0.7, Neddyl block inactive, MsrA act 2, MLLE-PAM2 inh 3 and CSN inh 1.
For O=C(CSc1nnc(CNC(=O)c2c(F)cccc2F)o1)NCC1CCCO1 (configuration not stated) the results were E coli Lon inh -8, FAS TE block -3, Rin1 Abl inh 1, Tb MetRS inh -0.3, MsrA inhibitor 0.8, Neddyl block inactive, MsrA act -3, MLLE-PAM2 inh -5 and CSN inh 1.
`O=C(NC1Cc2ccccc2C1)c1cc(COc2cccc(C(F)(F)F)c2)on1` gave E coli Lon inh 7, FAS TE block 29, Rin1 Abl inh 2, Tb MetRS inh -0.4, MsrA inhibitor -0.4, Neddyl block inactive, MsrA act -5, MLLE-PAM2 inh 4 and CSN inh 0.
`O=C(O)c1ccccc1C(=O)Nc1cc(C(F)(F)F)ccc1N1CCCC1` gave E coli Lon inh -3, FAS TE block 20, Rin1 Abl inh 0, Tb MetRS inh -0.4, MsrA inhibitor 1.2, Neddyl block inactive, MsrA act 2, MLLE-PAM2 inh 18 and CSN inh -4.
Screening CCc1cc(-c2cnnn2Cc2ccccc2)ccc1-c1cn(CC(C)C)nn1 returned E coli Lon inh -5, FAS TE block 16, Rin1 Abl inh 4, Tb MetRS inh 0.6, MsrA inhibitor -0.1, Neddyl block inactive, MsrA act -1, MLLE-PAM2 inh -2 and CSN inh -3.
Screening CCCn1cc(S(=O)(=O)c2ccccc2)c(=O)c2cc(OC)c(OC)cc21 returned E coli Lon inh 6, FAS TE block 0, Rin1 Abl inh 2, Tb MetRS inh -0.7, MsrA inhibitor 0.5, Neddyl block inactive, MsrA act -6, MLLE-PAM2 inh 9 and CSN inh 1.
Screening COC(=O)c1scc(S(=O)(=O)C(C)C)c1N/N=C(\C#N)C(=O)c1ccc(Cl)cc1 returned E coli Lon inh 4, FAS TE block -1, Rin1 Abl inh -1, Tb MetRS inh -0.2, MsrA inhibitor 0.3, Neddyl block inactive, MsrA act -6, MLLE-PAM2 inh 12 and CSN inh -1.
`CCN(CC)CC#CC(C)OCOCC#CCOC` (configuration not stated) gave E coli Lon inh -1, FAS TE block -9, Rin1 Abl inh 2, Tb MetRS inh 0.0, MsrA inhibitor 0.4, Neddyl block inactive, MsrA act -2, MLLE-PAM2 inh 10 and CSN inh 0.
Screening O=C(Nc1ccccc1OC(F)F)C1CCCN1C(=O)c1cccs1 (configuration not stated) returned E coli Lon inh 0, FAS TE block -12, Rin1 Abl inh 0, Tb MetRS inh 0.3, MsrA inhibitor -0.4, Neddyl block inactive, MsrA act -2, MLLE-PAM2 inh 9 and CSN inh -8.
Screening CCOC(=O)C1=C(C)N(c2ccccc2)C(=O)/C1=C\c1ccco1 returned E coli Lon inh -10, FAS TE block -2, Rin1 Abl inh -1, Tb MetRS inh 0.3, MsrA inhibitor 1.1, Neddyl block inactive, MsrA act -4, MLLE-PAM2 inh -3 and CSN inh 3.
`CCOC(=O)c1cn(Cc2cccc(Cl)c2)nn1` gave E coli Lon inh -7, FAS TE block -8, Rin1 Abl inh 6, Tb MetRS inh -0.1, MsrA inhibitor -1.6, Neddyl block inactive, MsrA act -2, MLLE-PAM2 inh 0 and CSN inh -3.
O=C(Nc1ccccc1)c1cc(C2CCCCN2S(=O)(=O)c2ccc(F)cc2F)on1 (configuration not stated) was read as E coli Lon inh -4, FAS TE block 22, Rin1 Abl inh -1, Tb MetRS inh -0.4, MsrA inhibitor -1.0, Neddyl block inactive, MsrA act -6, MLLE-PAM2 inh -2 and CSN inh 4.
For CC1(C(=O)NS(=O)(=O)c2cccc(OC(F)F)c2)CCN1C(=O)CC(c1ccccc1)c1ccccc1 (configuration not stated) the results were E coli Lon inh 0, FAS TE block -4, Rin1 Abl inh -3, Tb MetRS inh -0.1, MsrA inhibitor -0.9, Neddyl block inactive, MsrA act -3, MLLE-PAM2 inh 14 and CSN inh -2.
For CCC(=O)Nc1nnc(SCC(=O)Nc2ccc(F)cc2)s1 the results were E coli Lon inh -5, FAS TE block -4, Rin1 Abl inh -4, Tb MetRS inh -0.1, MsrA inhibitor 1.2, Neddyl block inactive, MsrA act -1, MLLE-PAM2 inh 5 and CSN inh 2.
For CC1(C)Cc2c(sc3nc(SCC(=O)N4CCOCC4)nc(N)c23)CO1 the results were E coli Lon inh 6, FAS TE block -9, Rin1 Abl inh 2, Tb MetRS inh -0.5, MsrA inhibitor 0.6, Neddyl block inactive, MsrA act 0, MLLE-PAM2 inh 16 and CSN inh 1.
Screening Cc1ccc(NC(=O)CSCc2c(C)noc2C)cc1C returned E coli Lon inh -8, FAS TE block -9, Rin1 Abl inh 2, Tb MetRS inh -0.1, MsrA inhibitor -1.2, Neddyl block inactive, MsrA act -5, MLLE-PAM2 inh 6 and CSN inh -2.
`COc1ccc(/C=N/NC(=O)c2snnc2C)c(OC)c1OC` gave E coli Lon inh 8, FAS TE block -3, Rin1 Abl inh 4, Tb MetRS inh -0.1, MsrA inhibitor 1.5, MsrA act -4, MLLE-PAM2 inh -3 and CSN inh -5.
For O=C(COC(=O)COc1ccc(Cl)cc1)Nc1ccc2c(c1)OCCO2 the results were E coli Lon inh -1, FAS TE block -6, Rin1 Abl inh 0, Tb MetRS inh -0.3, MsrA inhibitor -0.8, Neddyl block inactive, MsrA act 0, MLLE-PAM2 inh 6 and CSN inh -1.
Screening Cc1cc(C)c(NC(=O)c2cc(S(=O)(=O)N3CCOCC3)ccc2F)c(C)c1 returned E coli Lon inh -2, FAS TE block 0, Rin1 Abl inh -2, Tb MetRS inh -0.3, MsrA inhibitor 0.6, Neddyl block inactive, MsrA act -5, MLLE-PAM2 inh -3 and CSN inh -3.
Screening COc1ccc(-c2csc3ncnc(N4CCN(c5cccc(OC)c5)CC4)c23)cc1 returned E coli Lon inh -2, FAS TE block 29, Rin1 Abl inh 2, Tb MetRS inh -0.1, MsrA inhibitor 1.3, Neddyl block inactive, MsrA act 0, MLLE-PAM2 inh -5 and CSN inh 7.
`Cc1oc2ccc(OC(=O)c3cccs3)cc2c1C(=O)OC(C)C` gave E coli Lon inh 0, FAS TE block 25, Rin1 Abl inh -1, Tb MetRS inh -0.5, MsrA inhibitor 2.5, Neddyl block inactive, MsrA act -2, MLLE-PAM2 inh 3 and CSN inh 0.
CCc1ccc(C(O)(C(C)C)C(CN2CCOCC2)c2ccccc2)cc1 (configuration not stated) was read as E coli Lon inh -3, FAS TE block 16, Rin1 Abl inh 1, Tb MetRS inh -0.8, MsrA inhibitor 0.7, Neddyl block inactive, MsrA act 8.1*, MLLE-PAM2 inh 6 and CSN inh 1.
For CSCC[C@H](NC(=O)c1ccc(Br)o1)c1nnc2ccccn12 the results were E coli Lon inh -1, FAS TE block -5, Rin1 Abl inh 2, Tb MetRS inh -0.6, MsrA inhibitor 0.3, Neddyl block inactive, MsrA act -2, MLLE-PAM2 inh 10 and CSN inh -3.

Molecules listed so far that contain bromine:
`Cc1ccc(Cn2ccc(NC(=O)c3cc(-c4ccc(Br)cc4)on3)n2)cc1` gave E coli Lon inh 1, FAS TE block -13, Rin1 Abl inh -2, Tb MetRS inh -1.6, MsrA inhibitor 1.3, Neddyl block inactive, MsrA act -9, MLLE-PAM2 inh 3 and CSN inh -1.
For CSCC[C@H](NC(=O)c1ccc(Br)o1)c1nnc2ccccn12 the results were E coli Lon inh -1, FAS TE block -5, Rin1 Abl inh 2, Tb MetRS inh -0.6, MsrA inhibitor 0.3, Neddyl block inactive, MsrA act -2, MLLE-PAM2 inh 10 and CSN inh -3.

(listing goes on)
For O=C1NCCN(Cc2ccc(F)cc2)C1CC(=O)N1CC=C(c2ccccc2)CC1 (configuration not stated) the results were E coli Lon inh -3, FAS TE block -4, Rin1 Abl inh 1, Tb MetRS inh -0.9, MsrA inhibitor 0.1, Neddyl block inactive, MsrA act -6, MLLE-PAM2 inh 3 and CSN inh -1.
c1ccc(-n2c(SCC3CCCCO3)nnc2-c2cnccn2)cc1 (configuration not stated) was read as E coli Lon inh 8, FAS TE block -6, Rin1 Abl inh 3, Tb MetRS inh -0.7, MsrA inhibitor -0.2, Neddyl block inactive, MsrA act 2, MLLE-PAM2 inh 16 and CSN inh 3.
For O=S(=O)(NCc1ccccn1)c1ccc2ccccc2c1 the results were E coli Lon inh 2, FAS TE block -2, Rin1 Abl inh 1, Tb MetRS inh -0.6, MsrA inhibitor 0.5, Neddyl block inactive, MsrA act -8, MLLE-PAM2 inh -2 and CSN inh 0.
`O=C(CSc1nc(-c2ccco2)cc(C(F)(F)F)n1)N1CCCc2ccccc21` gave E coli Lon inh 3, FAS TE block 19, Rin1 Abl inh -3, Tb MetRS inh 0.0, MsrA inhibitor -0.7, Neddyl block inactive, MsrA act -3, MLLE-PAM2 inh -4 and CSN inh -1.
O=Cc1c(N2CCCCC2)nc2ccccn2c1=O was read as E coli Lon inh 2, FAS TE block -5, Rin1 Abl inh 0, Tb MetRS inh -0.5, MsrA inhibitor 1.4, Neddyl block inactive, MsrA act -3, MLLE-PAM2 inh -4 and CSN inh -1.
CCOc1ncccc1C(=O)Nc1cc2c(cc1Br)OCCO2 was read as E coli Lon inh -10, FAS TE block 14, Rin1 Abl inh 1, Tb MetRS inh -0.5, MsrA inhibitor 1.1, Neddyl block inactive, MsrA act -6, MLLE-PAM2 inh -4 and CSN inh -2.
